Source: PubChem BioAssay (Broad Institute)
Cneo AK release = causes C. neoformans cell lysis. adenylate kinase release luminescence, 4 h; normalised: neutral wells 0, clomiphene wells 100. lysis activity, % at 15 µM. 360,000 compounds, 0.2% hits. AID 651654;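 active = mean lysis activity across replicates of at least 80%, whatever share of replicates individually reach that level; inactive = mean lysis activity below 80%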
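Signal: Adenylate kinase release luminescence | Assay system: Log-phase Cryptococcus neoformans yeast cells | Input: Cells at 5 × 10^6 per mL | Buffer or medium: Fresh YPD growth medium | Compound: Single dose | Schedule: Static 4 h at 37 °C with compound, 1 h detection | Controls: Clomiphene | Read-out: Luminescence rise reflecting yeast cell lysis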
PAX8 reporter = PAX8 transcriptional activity inhibition; RMG-I TPO-luciferase reporter, SteadyGlo, 24 h; inhibition, % at 12.6 µM; 360,000 compounds, 1.2% hits;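 active = mean replicate inhibition at least 60% with every replicate also reaching 60%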;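 also: luciferase light reporting Pax8 driven TPO promoter activity; plate controls were median of neutral control wells for no effect and mitoxantrone controls for full effect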
Casp6 inh = inhibitors of human caspase-6. P55212. 350,000 compounds, 0.53% hits. purified caspase-6, Z-VEID-R110 cleavage fluorescence. inhibition, % at 12.5 µM;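 active = mean inhibition across replicates at least about 35%, with every replicate also reaching that limit, limit read from the data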;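 also: 0% = median of neutral control wells and 100% = no fluorescence left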
Target sequence (P55212 24-179 limits assumed): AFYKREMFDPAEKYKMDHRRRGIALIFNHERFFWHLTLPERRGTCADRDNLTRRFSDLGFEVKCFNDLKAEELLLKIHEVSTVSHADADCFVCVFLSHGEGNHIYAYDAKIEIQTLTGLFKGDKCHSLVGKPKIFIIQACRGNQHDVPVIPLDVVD
Target sequence (P55212 194-293 limits assumed): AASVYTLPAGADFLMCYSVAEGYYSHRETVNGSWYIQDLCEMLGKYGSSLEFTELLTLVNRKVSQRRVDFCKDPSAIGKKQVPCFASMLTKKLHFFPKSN
PGC1a acetyl inh = lowers PGC1a acetylation signal in U2OS cells; AlphaScreen anti-acetyl-lysine; with virally co-expressed GCN5 acetyltransferase; inhibition, % at 15.6 µM; 350,000 compounds, 0.17% hits; AID 651687;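 active = every replicate shows inhibition of at least 40%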;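 also: 0% = neutral control wells and 100% = positive control wells; some results beyond the cut were filed as inactive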
FN deposition inh = fibronectin deposition inhibition; AH1F fibroblasts, Alexa488-fibronectin deposition fluorescence, overnight; inhibition, % at 12.6 µM; 350,000 compounds, 0.086% hits;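 active = mean inhibition across replicates of 30% or more, regardless of how many single replicates reach that level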;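 also: positive control wells lacked labelled fibronectin entirely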
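test system = AH1F fibroblasts assembling fluorescent fibronectin matrix | quantity = 10000 AH1F cells per well | buffer or medium = DMEM plus 2% serum, read in PBS | doses = single dose, pinned | incubation = 1 h cell attachment, overnight exposure to compound and label | detection = fluorescence at 485 nm excitation, 525 nm emission | read-out basis = inhibition from reduced deposited-fibronectin fluorescence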
EWS-Fli block = inhibitors of EWS/Fli oncoprotein transcriptional activity; 350,000 compounds, 0.67% hits; A673 NR0B1-luciferase reporter, viability-normalised; inhibition, % at 12.6 µM;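 active = mean inhibition of at least 50% after viability correction, with every replicate also passing that limit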;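 also: firefly luciferase signal divided by Alamar Blue viability fluorescence both relative to DMSO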
miR-122 sensor = miR-122 inhibition in Huh7 cells; Huh7 miR-122 Renilla luciferase sensor, 48 h; neutral wells = 0, positive control = 100; activation (reporter increase), % at 12.5 µM; 340,000 compounds, 0.3% hits;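 active = mean replicate activation score at least 90 and every replicate individually at or above 90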;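 also: higher luciferase means less miR-122 activity so hits act as miR-122 inhibitors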
LGR2 inh = inhibitors of bursicon-induced Drosophila LGR2 receptor cAMP signaling; 380,000 compounds, 0.35% hits; AID 720647; HEK293 LGR2, CRE-luciferase, bursicon-stimulated, 4 h; inhibition, % at 9.99 µM;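 active = drop in luminescence signal, shown as inhibition above about 50% in the replicate tests, limit read from the data, passing the limit was not always enough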;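 also: agonist challenge used bursicon conditioned medium at about half maximal strength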
Numbers without * were called inactive; . = no result given; [ ] = another dose, or the depositor's remark.

SMILES | Cneo AK release | PAX8 reporter | Casp6 inh | PGC1a acetyl inh | FN deposition inh | EWS-Fli block | miR-122 sensor | LGR2 inh
C[C@@H]1CCCCO[C@@H](CN(C)Cc2ccncc2)[C@H](C)CN([C@H](C)CO)C(=O)c2cc(NC(=O)c3ccccc3)ccc2O1 | -4.9 | 5.6 | 0.2 | -7.1 | . | 1.4 | -0.5[16.7 µM] | 8.8
Cc1cc(Cl)ccc1OCC(=O)NN1C(=O)C2C3C=CC(C3)C2C1=O (centres undefined) | . | -5.2 | -4.8 | -1.6 | -0.8 | -3.0 | 1.8 | 11.9
COc1ccc(NC(=O)C[C@H]2C(=O)N(Cc3ccccc3)C[C@@H]2C)cc1 | 1.9 | 6.7 | -2.6 | 4.7 | 6.1 | -2.1 | 6.6 | -4.8
O=C(NC(Cc1c[nH]c2ccccc12)C(=O)O)OCC1c2ccccc2-c2ccccc21 (centres undefined) | . | -4.6 | 7.4 | . | -9.0 | 10.9 | . | 4.2
O=C(C[C@@H]1C[C@H]2c3cc(NC(=O)CC4CC4)ccc3O[C@H]2[C@@H](CO)O1)NCCN1CCCCC1 | 3.4 | -40.6 | 2.2 | 1.1 | -4.5 | -5.2 | 3.4[16.7 µM] | -14.1
COc1ccc(NC(=O)Nc2ccc3c(c2)C(=O)N([C@@H](C)CO)C[C@@H](C)[C@H](CN(C)Cc2ccc(-c4ccccc4)cc2)O3)cc1 | -2.2 | . | -0.1 | -10.4 | . | -1.1 | -6.9[16.7 µM] | 1.9
CCOc1cc(CNn2cnnc2SCC(=O)NC(C)(C)C)ccc1OCC(=O)NC(C)(C)C | 2.2 | 4.7 | 0.4 | . | -3.0 | -2.2 | -4.9 | -1.3
COc1ccc(Cl)c(-c2cc(C(=O)Nc3ccccc3)[nH]n2)c1 | -1.8 | -123.9 | 0.0 | . | . | -108.3 | -36.5 | -162.0
CN1CCN(C(=O)CC2(CC(=O)O)CCCC2)CC1 | . | 3.2 | 0.0 | . | 0.6 | -2.5 | . | 12.2
COc1ccc(NCC(=O)Nc2cc(S(=O)(=O)N3CCOCC3)ccc2N2CCOCC2)c(OC)c1 | . | -0.2 | 1.3 | -6.9 | 2.1 | -7.8 | 9.3 | 3.4
O=C(O)c1cccc(-c2csc(C(O)c3ccc(F)c(F)c3)n2)c1 (centres undefined) | 0.5 | -107.0 | -3.5 | -33.6 | . | -32.0 | -4.8 | -31.7
COc1ccc(CCN2C(=O)CC(NC34CC5CC(CC(C5)C3)C4)C2=O)cc1OC (centres undefined) | . | 5.8 | -0.3 | . | -0.8 | 5.2 | . | 3.1
COc1ccc(OCc2cc(C(=O)NC3CCOCC3)no2)c2ccccc12 | . | 24.9 | . | . | -4.2 | 1.8 | . | 19.7
O=C(CCN1C(=O)/C(=C/c2ccccc2F)SC1=S)Nc1cccnc1 | 1.7 | 2.4 | 1.0 | 0.7 | 2.5 | . | -3.7 | 10.5
Cc1ccc(C2C(C#N)=C(N)Oc3cc(C)oc(=O)c32)o1 (centres undefined) | . | -4.5 | 0.0 | 4.1 | -8.5 | -12.7 | . | -2.4
Cc1ccc(OCC(=O)O/N=C(\N)c2cccnc2)cc1 | . | -98.9 | -4.1 | -15.7 | 3.4 | -45.1 | . | -58.4
Cc1ccc(S(=O)(=O)N[C@@H]2CC[C@H](CCn3cc(-c4cccc(F)c4)nn3)O[C@@H]2CO)cc1 | -1.6 | 18.2 | 2.4 | -3.8 | 3.2 | 4.7 | . | -6.5
Cc1ccc(-c2cc(-c3ccc(F)cc3)n[nH]2)c(O)c1 | -6.3 | -130.2 | -0.4 | -0.6 | 13.5 | -75.8 | 5.8 | -72.3
CC(C)[C@H](NC(=O)Nc1ccc2c(c1)OCCO2)C(=O)O | -1.4 | . | -1.3 | -2.0 | -1.2 | . | -0.3 | -5.1
O=C(Cc1ccc(O)cc1)N/N=C/c1cccnc1 | 0.6 | -2.0 | -1.2 | 3.8 | . | . | 0.2 | 16.8
COCC(C)n1c(SCC(=O)NCCC2=CCCCC2)nc2ccccc2c1=O (centres undefined) | 0.0 | 7.7 | . | -8.5 | 5.8 | . | -0.1 | .
Cc1cc(=O)[nH]c(=O)n1Cc1ccccc1 | -2.8 | 4.9 | -0.3 | 27.6 | -4.8 | -9.9 | -9.9 | 10.1
CC1(C(=O)Nc2cccc(C(F)(F)F)c2)Cc2c(-c3ccccc3)ccnc2O1 (centres undefined) | 1.8 | 9.2 | . | -24.2 | 11.3 | 8.1 | 7.6 | -13.5
CS(=O)(=O)c1cnc(-c2ccccc2)nc1Sc1ccc(F)cc1 | 0.2 | 20.6 | -1.9 | 3.5 | 1.6 | -3.7 | -2.6 | -19.8
OCC1(Cc2ccc(Cl)cc2)CCN(Cc2ccc(Oc3ncccn3)cc2)CC1 | -5.5 | -19.5 | 2.2 | 2.5 | -16.3 | 17.7 | 3.4 | -2.9

An excerpt from above in order of formula weight, rising:
SMILES | Cneo AK release | PAX8 reporter | Casp6 inh | PGC1a acetyl inh | FN deposition inh | EWS-Fli block | miR-122 sensor | LGR2 inh
O=C(Cc1ccc(O)cc1)N/N=C/c1cccnc1 | 0.6 | -2.0 | -1.2 | 3.8 | . | . | 0.2 | 16.8
CS(=O)(=O)c1cnc(-c2ccccc2)nc1Sc1ccc(F)cc1 | 0.2 | 20.6 | -1.9 | 3.5 | 1.6 | -3.7 | -2.6 | -19.8
O=C(CCN1C(=O)/C(=C/c2ccccc2F)SC1=S)Nc1cccnc1 | 1.7 | 2.4 | 1.0 | 0.7 | 2.5 | . | -3.7 | 10.5
CC1(C(=O)Nc2cccc(C(F)(F)F)c2)Cc2c(-c3ccccc3)ccnc2O1 (centres undefined) | 1.8 | 9.2 | . | -24.2 | 11.3 | 8.1 | 7.6 | -13.5

Other entries:
SMILES | Cneo AK release | PAX8 reporter | Casp6 inh | PGC1a acetyl inh | FN deposition inh | EWS-Fli block | miR-122 sensor | LGR2 inh
Cc1ccc(CNC(=O)CSc2nc3[nH]ncc3c(=O)[nH]2)cc1 | 1.2 | 1.9 | -0.1 | . | 11.1 | -0.3 | -3.6 | .
CCOc1ccc(-c2nnc3n2N=C(c2ccc(OC)cc2)CS3)cc1 | 1.8 | 23.9 | . | 10.3 | 11.4 | . | -2.4 | .
COc1ccccc1NC(=O)CN1CCC(c2nc3ccccc3[nH]2)CC1 | -1.8 | -2.2 | -0.7 | 1.3 | 3.5 | 7.0 | -5.5 | 16.3
O=C(C[C@H]1C=C[C@H](NC(=O)NC2CCCC2)[C@H](CO)O1)NCc1ccc(F)cc1 | -1.6 | -16.4 | 0.5 | 1.9 | -4.8 | -11.5 | . | -0.1
O=C(NC1CCCC1)[C@@H]1CCCN1C(=O)[C@H](Cc1cccnc1)NC(=O)N1CCOCC1 | . | 6.8 | 1.3 | . | -1.8 | -2.1 | . | -15.4
CC(C)NC(=O)Nc1cccc2c1O[C@H](CN(C)CC1CC1)[C@@H](C)CN([C@H](C)CO)C2=O | -2.2 | -29.9 | -1.1 | -6.8 | . | -3.6 | 10.4[16.7 µM] | -5.6
CCOC(=O)CSC1=C(C#N)C(C)C2=C(CCCC2=O)N1 (centres undefined) | 1.8 | . | . | -14.6 | . | . | -1.5 | 12.5
O=C(O)CC1(CC(=O)Nc2nccs2)CCCCC1 | . | -3.5 | -1.0 | . | . | 3.9 | . | -18.9
O=C(NCc1ccccn1)C1CCC(=O)N1C1CCCC1 (centres undefined) | 3.7 | -9.3 | 2.3 | -4.3 | -7.3 | -3.3 | 3.9 | -10.9
CN(C)S(=O)(=O)c1cc(NC(=O)COC(=O)C2CSC3(C)CCC(=O)N23)ccc1Cl (centres undefined) | -1.7 | 0.7 | 0.3 | -0.9 | 10.0 | 7.3 | 0.0 | 4.3
CCc1cccc(C)c1NS(=O)(=O)c1cc(Br)cnc1N | -0.2 | 8.9 | 6.3 | -9.1 | 6.8 | -1.0 | -6.2 | -7.7
CO[C@H]1CN(C)C(=O)c2cc(NS(=O)(=O)c3cccc(F)c3)ccc2OC[C@H](C)N(C(=O)Cc2cccnc2)C[C@H]1C | 2.1 | -2.9 | -1.8 | 14.7 | -3.5 | 2.2 | . | -15.8
O=C(CN1C(=O)CCC1=O)Nc1nc(-c2ccccn2)cs1 | -0.9 | -5.3 | -4.0 | -5.3 | 2.8 | 3.2 | 3.3 | -32.8
C[C@H]1CCCCO[C@H](CN(C)C(=O)CCCN(C)C)[C@@H](C)CN([C@@H](C)CO)C(=O)c2cc(NC(=O)Cc3ccccc3)ccc2O1 | 1.8 | -17.3 | 1.1 | 0.5 | -18.4 | -12.1 | -4.9[16.7 µM] | -6.0
CC(=O)c1ccc(OCCNS(=O)(=O)c2ccc(-n3cnnn3)cc2)cc1 | 0.7 | 18.9 | 2.0 | -9.2 | -3.7 | 6.3 | -4.3 | 15.9
CN(C)C(=O)c1ccc(-c2ccc([C@H]3[C@@H](C#N)N(C(=O)C4CC4)[C@@H]3CO)cc2)cc1 | 1.2 | -46.1 | -1.1 | -22.0 | 2.4 | 3.2 | . | 7.9
O=C(Cn1cnc2c(nnn2Cc2ccccc2)c1=O)NCC1CCCO1 (centres undefined) | 0.2 | 1.0 | -0.4 | 3.3 | 4.0 | -3.2 | -2.1 | .
O=C(c1cccc(F)c1)N1CCCCN2[C@H](CO)[C@@H](c3ccc(-c4cncnc4)cc3)[C@@H]2C1 | 4.5 | -13.1 | -1.0 | 0.7 | . | 5.9 | 17.8[16.7 µM] | -13.5
Cc1[nH]n2c(=O)c(C#N)c(-c3ccccc3)nc2c1-c1ccccc1 | -0.5 | -0.7 | . | -7.3 | 2.5 | . | -2.3 | .
CCCCN(CCCC)S(=O)(=O)c1ccc(NC(=O)CN2CCOCC2)cc1 | 0.1 | . | 3.6 | -1.9 | . | 0.4 | 8.3 | 0.4
CCOC(=O)c1c(S(=O)(=O)N2CCc3ccccc32)c(C)n(C)c1C | -2.8 | 24.3 | -0.5 | 12.2 | -11.0 | . | 0.3 | -0.6
N#C[C@H]1[C@H](c2ccccc2C2=CCCCC2)[C@H](CO)N1C(=O)NC1CCCC1 | . | -11.1 | 1.2 | 2.3 | 0.0 | -2.0 | . | 12.7
CCc1ccc(OCc2ccc(C(=O)O)o2)cc1 | -1.3 | -47.5 | 7.9 | . | 1.5 | -16.3 | . | -120.8
COc1ccc(NC(=O)CSc2nc3scc(C)c3c(=O)[nH]2)cc1 | 0.0 | . | -2.1 | 7.2 | 2.6 | 5.9 | -6.3 | -26.8
O=C(CP(=O)(c1ccccc1)c1ccccc1)N1CCOCC1 | . | 0.2 | -6.5 | -4.7 | -2.7 | -1.9 | 6.5 | -6.0
CCOC(=O)CC1CCCCN1C(=O)c1ccc2oc(CCc3ccccc3)nc2c1 (centres undefined) | -8.7 | -33.5 | 1.7 | -1.8 | 2.0 | . | -6.3 | -18.1
COc1ccc(OC)c(CN(CC(F)(F)F)S(=O)(=O)c2ccccc2Br)c1 | . | -32.8 | -2.1 | . | 1.6 | 2.5 | . | 6.1
O=C(CSc1nnc(CNC(=O)c2c(F)cccc2Cl)o1)Nc1ccc2c(c1)OCO2 | 0.8 | -7.2 | 7.0 | 9.6 | -6.0 | 9.8 | 2.8 | 6.6

In the list so far, these have bromine:
SMILES | Cneo AK release | PAX8 reporter | Casp6 inh | PGC1a acetyl inh | FN deposition inh | EWS-Fli block | miR-122 sensor | LGR2 inh
CCc1cccc(C)c1NS(=O)(=O)c1cc(Br)cnc1N | -0.2 | 8.9 | 6.3 | -9.1 | 6.8 | -1.0 | -6.2 | -7.7
COc1ccc(OC)c(CN(CC(F)(F)F)S(=O)(=O)c2ccccc2Br)c1 | . | -32.8 | -2.1 | . | 1.6 | 2.5 | . | 6.1
